# Screens (PubChem BioAssay)
# Fam108B counter – mouse Fam108B serine hydrolase inhibitors, primary screen, counter-screen for RBBP9 inhibitor project, biochemical, fluorescence polarization | recombinant Fam108B, FP-Rh probe fluorescence polarization | inhibition, % at 9.51 µM | 0.33% of 300,000 active | AID 1947, 2009;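 active = inhibition above the screen mean inhibition plus 3 SD, computed separately per campaign, cut at about 18% in these data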;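 also: inhibitors lower polarization as less probe binds the enzyme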
# PAFAH1B2 inh – PAFAH1B2 enzyme inhibitors, primary screen, biochemical, fluorescence polarization, human | Platelet-activating factor acetylhydrolase IB subunit alpha2 (Homo sapiens), P68402 | recombinant PAFAH1B2, FP-rhodamine activity probe | 1.2% of 340,000 active | inhibition, % at 3.39 µM;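 active = inhibition above the mean of all tested compounds plus 3 SD, cut at about 24% in these data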;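 also: 0% = enzyme with DMSO and 100% = wells lacking PAFAH1B2; many of its hits are not listed in these tables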
# Target sequence (P68402 whole entry, looked up): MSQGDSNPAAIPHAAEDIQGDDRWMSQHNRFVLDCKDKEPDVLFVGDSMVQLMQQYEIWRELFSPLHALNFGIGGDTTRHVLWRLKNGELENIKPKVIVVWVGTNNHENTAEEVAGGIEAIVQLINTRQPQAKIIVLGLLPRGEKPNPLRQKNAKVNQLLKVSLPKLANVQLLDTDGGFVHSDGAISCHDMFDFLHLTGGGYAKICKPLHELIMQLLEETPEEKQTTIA
# MCL1 BIM primary – inhibitors of MCL1 binding to BIM-BH3, primary screen, biochemical, fluorescence polarization | Induced myeloid leukemia cell differentiation protein Mcl-1 (Homo sapiens), Q07820 | GST-MCL1 / FITC-Bim-BH3 fluorescence polarization | inhibition, % at 10.9 µM | 0.68% of 320,000 active;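 active = inhibition above the mean inhibition of all tested compounds plus 3 SD, set per campaign, cut at about 40% in these data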;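 also: 0% = DMSO wells and 100% = unlabeled Bim-BH3 peptide control; higher means more loss of mP so more displacement of Bim peptide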
# GLD-1 TGE inh – GLD-1/TGE RNA complex disruptors, primary screen, biochemical, fluorescence polarization; Female germline-specific tumor suppressor gld-1 (Caenorhabditis elegans), Q17339; purified GLD-1 + fluorescein TGE RNA; inhibition, % at 5.96 µM; 0.44% of 320,000 active; AID 2280, 2010;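 active = percent inhibition above a per-plate cutoff, the plate mean of test compounds plus 3 SD, cut at about 30% in these data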;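 also: 0% = DMSO wells with GLD-1 and probe and 100% = wells lacking GLD-1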
# AHR act – AHR activators, primary screen, cell-based, luminescence, luciferase reporter, human | AID 2796, 2010 | AHR-responsive luciferase reporter cells | 2.5% of 320,000 active | Aryl hydrocarbon receptor (Homo sapiens), P35869 | activation, % at 5 µM; in the data active = activation above about 47%;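 also: 0% = vehicle wells and 100% = reference agonist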
# pPAFAH inh – pPAFAH enzyme inhibitors, primary screen, biochemical, fluorescence polarization, human | Platelet-activating factor acetylhydrolase (Homo sapiens), Q13093 | recombinant pPAFAH, FP-rhodamine probe fluorescence polarization | inhibition, % at 3.39 µM | 1.5% of 330,000 active | AID 463082, 2010;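 active = inhibition above the mean inhibition across the screen plus 3 SD, cut at about 25% in these data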;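 also: inhibitors block binding of the rhodamine activity-based probe so polarization drops; 0% = enzyme with DMSO and 100% = wells lacking pPAFAH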
# Target sequence (Q13093 whole entry, looked up): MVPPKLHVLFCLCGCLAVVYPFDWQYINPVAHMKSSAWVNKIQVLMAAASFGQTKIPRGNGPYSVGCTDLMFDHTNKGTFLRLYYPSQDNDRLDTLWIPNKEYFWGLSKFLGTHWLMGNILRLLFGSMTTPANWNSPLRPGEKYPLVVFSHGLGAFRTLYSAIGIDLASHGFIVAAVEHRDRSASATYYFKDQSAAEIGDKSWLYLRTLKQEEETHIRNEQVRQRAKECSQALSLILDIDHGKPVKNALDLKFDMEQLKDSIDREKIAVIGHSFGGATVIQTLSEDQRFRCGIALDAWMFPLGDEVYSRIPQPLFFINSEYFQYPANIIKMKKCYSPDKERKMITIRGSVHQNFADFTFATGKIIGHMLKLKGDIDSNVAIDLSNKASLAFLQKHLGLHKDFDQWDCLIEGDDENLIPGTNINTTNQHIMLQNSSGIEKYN
# BCLXL inh – inhibitors of human Bcl-xL, primary screen, biochemical, fluorescence polarization, HTS; Bcl-2-like protein 1 (Homo sapiens), Q07817; GST-Bcl-xL / FITC-Bim BH3 peptide fluorescence polarization; inhibition, % at 10.9 µM; 0.7% of 320,000 active; AID 2129, 2009;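 active = inhibition above the mean of all tested compounds plus 3 SD, cutoff set per campaign, cut at about 30% in these data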;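 also: 0% = DMSO wells and 100% = unlabeled Bim-BH3 peptide competitor; inhibitors lower millipolarization by displacing the labeled peptide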
# Target sequence (Q07817 whole entry, looked up): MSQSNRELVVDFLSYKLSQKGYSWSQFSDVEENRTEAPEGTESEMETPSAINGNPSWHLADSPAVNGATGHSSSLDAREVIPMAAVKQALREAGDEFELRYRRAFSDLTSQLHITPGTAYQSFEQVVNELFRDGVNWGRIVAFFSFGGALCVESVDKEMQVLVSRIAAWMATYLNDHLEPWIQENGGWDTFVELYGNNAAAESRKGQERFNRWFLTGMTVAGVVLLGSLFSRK
# MEX-5 binding – MEX-5 zinc finger RNA-binding disruptors – biochemical, C. elegans, fluorescence polarization, MLPCN library, primary screen. MEX-5/FITC-TCR2 RNA binding; active compounds read low. 0.38% of 300,000 active. activity score (negative = inhibition of binding), % at 10 µM. AID 1832, 2009. Zinc finger protein mex-5 (Caenorhabditis elegans), Q9XUB2;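 active = inhibition past about -25% in most replicates, and total fluorescence under double the plate's negative control median, limit read from the data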;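 also: 0% = DMSO and -100% = 5 µM competing unlabeled TCR2 RNA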
# PME-1 primary – PME-1 inhibitors via competitive probe labeling, primary screen, biochemical, fluorescence polarization, FP-Rh probe, HTS; Protein phosphatase methylesterase 1 (Homo sapiens), Q9Y570; recombinant PME-1; inhibition, % at 5.9 µM; 0.53% of 320,000 active; AID 2130, 2009;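 active = inhibition above the campaign mean of all compounds plus 3 SD, cut at about 26% in these data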;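 also: competitive labeling of PME-1 active site by serine hydrolase directed probe; 0% = PME-1 with DMSO and 100% = wells lacking PME-1 enzyme; inhibitors block probe labeling so polarization falls and inhibition rises; many of its hits are not listed in these tables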
# An asterisk follows results filed as active; nt = not tested or not shown. A portion of the library; count on the stated rates, not on these rows.
# Second line of a record: Fam108B counter	PAFAH1B2 inh	MCL1 BIM primary	GLD-1 TGE inh	AHR act	pPAFAH inh	BCLXL inh	MEX-5 binding	PME-1 primary
Cc1cccc(-n2c(N)cc(=O)nc2SCC(=O)Nc2ccccc2)c1
    4	1	6	-3	0	7	3	0.6	-7
CS(=O)(=O)N(CC(=O)Nc1cccc(Cl)c1Cl)c1ccccc1
    -2	2	1	9	2	3	4	1.2	-1
COc1ccc(-n2c(COc3ccc(Cl)cc3)nnc2SCc2ccc(C#N)cc2)cc1
    -8	4	-10	5	3	3	-9	-2.2	-1
COc1ccc(NC(=O)c2ccc(S(=O)(=O)N3CCCC3)cc2)cc1OC
    nt	7	-4	6	2	1	-2	nt	-4
Cc1ccc(-c2csc(NC(=O)c3ccc(S(=O)(=O)N4CCc5ccccc54)cc3)n2)cc1
    -39	-24	6	6	29	-12	3	1.3	-38
CCOC(=O)c1cnc2ncnn2c1N
    0	4	3	5	1	6	6	1.1	-3
O=C(Nc1nonc1-c1ccc(F)cc1)c1ccco1
    -5	2	2	7	2	2	6	0.4	-3
CCCOc1ccc(CCC(=O)O)cc1
    -2	5	4	5	0	2	1	1.9	5
O=C(NC1CCCCC1)C(c1ccccn1)N(C(=O)c1csnn1)c1ccccc1 (configuration not stated)
    -3	4	6	0	0	2	4	1.3	-3
O=C(CCCN1C(=O)/C(=C/c2cccs2)SC1=S)Nc1ccc(C(=O)O)cc1
    4	nt	5	-7	-1	4	4	0.8	-1
COc1ccc(Cc2nnc(NC(=O)c3cc(OC)c(OC)c(OC)c3)s2)cc1OC
    1	3	1	2	0	-3	-7	-4.8	6
CCCCNC(=O)N1CCN(c2ccnc3cc(Cl)ccc23)CC1
    -1	6	-6	-7	3	8	1	0.2	-5
COCCNC(=O)COc1ccccc1C
    -1	0	3	1	2	1	2	-0.7	1
C=CCOCCN(CCOCC=C)C1=NS(=O)(=O)c2ccccc21
    5	4	-1	13	8	-4	1	1.6	-3
O=C(CSc1ccc2nnc(-c3ccccn3)n2n1)N1CCOCC1
    -4	6	1	6	0	0	1	-2.2	1
NC(=O)Cc1nc(-c2ccc(Br)cc2)cs1
    9	-1	5	1	3	0	4	-2.3	0
O=C(c1ccccn1)N1CCN(c2cccc(C(F)(F)F)c2)CC1
    -1	1	1	-4	-4	6	16	0.3	0
O=C(COC(=O)C1=COCCO1)NC(=O)c1ccc(OC(F)F)cc1
    0	2	-2	6	2	0	-2	-0.6	3
O=C(Cn1c(-c2cscn2)nc2ccccc21)Nc1ccccc1F
    -1	-4	-2	2	0	4	2	-1.1	-2
CN(CC(=O)N1CCCCC1)S(=O)(=O)c1cccc2cccnc12
    4	1	-4	-2	2	11	0	-3.7	-3
O=C1OCCC1Sc1ncnc2sccc12 (configuration not stated)
    3	0	-7	-1	6	-2	-5	2.0	-1
CC1CCCCN1C(=O)CCNS(=O)(=O)c1ccc2c(c1)c(=O)n(C)c(=O)n2C (configuration not stated)
    2	7	0	1	-1	1	1	-0.5	-4
CN(C)/N=C/c1cc([N+](=O)[O-])ccc1O
    3	5	-1	3	4	1	2	1.8	5
O=C(NCc1ccccc1)c1c[nH]c2ccccc2c1=O
    1	-6	2	7	-5	6	5	0.2	-2
Cc1cccc(N(C(=O)c2snc(C(N)=O)c2N)C(C)C(=O)NCC2CCCO2)c1 (configuration not stated)
    -1	-2	-5	4	0	-2	1	-0.5	-8
N=C1N(/N=C/c2ccccc2)C(=Nc2ccccc2)C(=S)N1c1ccccc1
    7	2	5	2	11	10	7	0.9	10
O=C(c1cccc(S(=O)(=O)N2CCOCC2)c1)N(Cc1ccco1)Cc1cccs1
    nt	1	4	4	-1	2	4	nt	9
COc1ccccc1NC(=O)c1cc2c(CO)cnc(C)c2oc1=Nc1cccc(C(N)=O)c1
    1	1	3	-4	2	25*	5	0.3	0
CCN1C(=O)CC(c2ccccc2)N(C2CCCC2)c2nc(Nc3ccc(C(=O)NC4CCN(C)CC4)cc3OC)ncc21 (configuration not stated)
    nt	0	nt	5	-2	-7	nt	nt	nt
COc1ccccc1NC(=O)C(NC(=O)c1ccc(C)cc1)c1ccccc1 (configuration not stated)
    -2	-3	-4	4	6	1	-3	-2.8	1
O=C(O)c1cc2c(s1)-c1ccccc1CC2
    8	6	-6	-2	15	-4	-1	2.1	-2
O=C(CN1CCN(S(=O)(=O)c2ccccc2)CC1)Nc1ccc2c(c1)OCO2
    3	2	-6	18	14	5	0	3.1	-2
COc1ccccc1NC(=O)COC(=O)C1CCN(/C=C/C(=O)C(F)(F)F)CC1
    -1	0	3	4	-4	-5	6	-0.8	9
CCSc1cc(N2CCCC2)nc(-c2ccc(C)cc2)n1
    -3	4	1	-1	2	6	3	1.1	3
O=c1c2cc(Br)ccc2[nH]c(=S)n1Cc1ccccn1
    -4	3	-1	8	67*	-4	0	-9.0	-4
CC(Oc1ccc(F)cc1)C(=O)Nc1ccccc1C(=O)N1CCCCC1 (configuration not stated)
    nt	-3	9	9	1	-3	3	nt	2
O=C(NNC(=O)c1nc(Cl)ccc1Cl)c1ccc(F)cc1
    6	2	2	6	6	5	1	-1.6	0
COc1ccc(C2CC(=O)Nc3n[nH]c(-c4ccccc4)c32)cc1OC (configuration not stated)
    4	1	-4	-6	-2	-2	9	3.6	-3
CCSc1nnc(NC(=O)C(NC(=O)c2ccc(Cl)cc2)C(C)C)s1 (configuration not stated)
    1	4	3	-6	3	9	6	1.4	-4
COCCCC1CCN(C(=O)c2cc(COc3ccc(C)nc3)on2)CC1
    4	-3	0	0	4	-1	-2	-1.5	-3
Cc1cc(Cl)c(OCCCNC2CCCC2)c(Br)c1
    1	-1	4	10	0	8	4	0.9	2
O=C(Nc1nnc(SCc2ccc(F)cc2)s1)c1ccc2c(c1)C(=O)N(c1ccccc1Cl)C2=O
    0	5	-2	13	-2	-1	5	0.9	3
CC(=O)NC1=NN(C(C)=O)C(c2sccc2C)S1 (configuration not stated)
    2	5	-2	1	-1	3	3	0.6	-2
CC1=C(C(=O)OCC2CCCO2)C(c2ccccc2)C2=C(CC(C)(C)CC2=O)N1 (configuration not stated)
    -4	-3	-5	1	-1	2	1	0.2	-2
O=C1CCCCCCCCCC/C(=N\O)CCCO1
    -2	nt	0	-1	-2	3	3	-0.7	-7
CC1CCN(C(=O)c2ccc(NC(=O)CC3SC(N4CCCC4)=NC3=O)cc2)CC1 (configuration not stated)
    1	-2	5	1	-1	7	5	-1.4	-1
CNC(=O)Nc1cc(C)nn1C
    -3	-1	-2	2	-1	-4	3	-0.8	7
O=[N+]([O-])c1c(NCCO)cc(Sc2nc3ccccc3s2)c2nonc12
    4	7	23	13	10	11	39*	1.0	6
Cc1ccc(/C(N)=N/OC(=O)/C=C/c2ccccc2)cc1
    -1	2	-3	0	-5	2	3	0.7	-3
Cc1ccccc1CSCCC(=O)NCCc1ccccc1
    0	10	-1	3	3	8	2	-0.2	5
Cn1c(=O)[nH]c(=O)c2c1nc(SCC(=O)O)n2CCOc1ccccc1
    0	14	1	5	1	-3	-1	1.6	-2
O=C(COc1ccc(-n2cnnn2)cc1)Nc1ccc(F)c(F)c1
    nt	7	nt	1	-3	-1	nt	nt	nt
CCCCNC(=O)C1=C(N)C(C(=O)Nc2ccc(C)c(S(=O)(=O)N3CCCCC3)c2)SC1=Nc1ccc(C)cc1C (configuration not stated)
    -10	-11	-1	2	2	-5	7	0.5	-4
CCn1c(=O)cc(OCC(=O)NCCCN2CCN(c3cccc(Cl)c3)CC2)c2ccccc21
    3	7	6	-3	3	11	6	2.5	4
CC1CCCC(C)N1C(=O)CSc1nc(N)c(-c2ccccc2)c(=O)[nH]1 (configuration not stated)
    -1	25*	-4	6	-7	2	-3	4.0	-2
Cc1ccc(O)c(N=CC2=C(O)c3ccccc3C2=O)c1
    16	7	43*	14	78*	30*	38*	-22	34*
O=C1c2ccccc2C(=O)N1CCC(c1ccccc1)c1ccco1 (configuration not stated)
    2	2	0	-1	-2	-1	3	0.8	3
FC(F)(F)c1ccccc1/C=N/N1CCN(Cc2ccccc2)CC1
    3	0	-4	20	1	8	2	-1.5	5
COCCN(C(=O)COC(=O)c1cc2c(s1)CCCC2)c1c(N)n(Cc2ccccc2)c(=O)[nH]c1=O
    -1	2	-1	1	-1	13	-1	0.9	-1
CC(=O)NC1=NN(C(C)=O)C(c2cccc([N+](=O)[O-])c2)S1 (configuration not stated)
    2	0	7	0	-4	-2	3	-3.1	2

# (more compounds)
# Second line of a record: Fam108B counter	PAFAH1B2 inh	MCL1 BIM primary	GLD-1 TGE inh	AHR act	pPAFAH inh	BCLXL inh	MEX-5 binding	PME-1 primary
COC(=O)C1(C(F)(F)F)N=C(N(C)C)OC(N(C)C)=N1
    3	-1	9	0	-2	-1	3	-0.3	0
CC(C)n1c2ccccc2c2nnc(SCC(=O)OCN3C(=O)c4ccccc4C3=O)nc21
    -1	4	13	5	9	10	9	-1.4	1
NC(=O)C1CCN(C(=O)c2ccc(CS(=O)(=O)c3c(Cl)cccc3Cl)o2)CC1
    0	3	-4	-1	0	6	1	-1.6	-11
COc1ccccc1C(=O)NCCSCc1c(F)cccc1Cl
    -7	3	0	5	-1	-1	8	-0.8	2
O=C(NP(=O)(N1CCOCC1)N1CCOCC1)C1=C(N2CCOCC2)/C(=C\c2ccccc2)CC1
    1	0	12	3	2	-2	11	0.1	2
COc1ccccc1C(=O)C1CCCN(C(=O)CCn2cnnn2)C1 (configuration not stated)
    0	-3	-1	-1	-1	1	-1	-1.2	1
CCN(CC)C(=O)Oc1cc2c(-c3cc4cccc(OC)c4o3)cc(=O)oc2cc1C
    -2	-2	3	9	13	6	-1	-3.0	0
NS(=O)(=O)c1cccc(NC(=O)COC(=O)CCC2CCCC2)c1
    nt	8	nt	-2	-1	20	nt	nt	nt
CCOC(=O)C1CCCN(CC(O)COc2ccc(OC)cc2C(C)(C)C)C1 (configuration not stated)
    -4	2	-3	8	0	0	2	0.8	0
CCCOC(=O)C(C)Sc1n[nH]c(=O)[nH]c1=O (configuration not stated)
    -1	2	-1	3	0	2	5	-0.4	0
CC1CC(C)(C)CC2(C1)NC(=O)N(CC(=O)Nc1nccs1)C2=O (configuration not stated)
    -1	16	3	4	2	3	0	-0.2	5
CC(=O)c1ccc(C(=O)Nc2ccc3c(c2)C(=O)NC3=O)cc1
    -3	3	8	-2	-4	0	1	-1.3	-12
C[C@@H](C(=O)OCC(=O)c1ccc(F)c(F)c1)N1C(=O)C2CCCCC2C1=O (some centres not stated)
    nt	3	nt	5	-1	28*	nt	nt	nt
